Screens as filed in PubChem.
Cav32 inh: Cav3.2 calcium influx blockers – cell-based, Fluo-4 calcium fluorescence, FDSS, MLSMR library, primary screen; Voltage-dependent T-type calcium channel subunit alpha-1H (Homo sapiens), O95180; Cav3.2-expressing cells; stronger effect = lower value; B-score at 10 µM; hit rate 4% among 100,000;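 active = single-dose well whose peak fluorescence ratio is a statistical outlier from its plate by either plate-standardised score or position-corrected B-score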
* hit, by the source's call.

SMILES | Cav32 inh
O=C(c1cc2c(s1)-c1ccccc1OC2)N1CCN(c2ccccn2)CC1 | -0.00925
COc1ccccc1OC(=O)c1ccc(S(=O)(=O)N(C)C)cc1 | -0.246
COc1ccc(-n2cc(C(=O)O)c3ccccc3c2=O)cc1 | 0.451
Cc1noc(C)c1S(=O)(=O)Nc1ccc(C(=O)O)cc1 | 0.896
COc1ccc(C2C(C(=O)N3CCCCC3)c3ccccc3C(=O)N2C)cc1 (configuration not stated) | -0.331
CCOC(=O)CNC(=O)CSc1nc(Cc2cccs2)nc2ccccc12 | -2.7
COC(=O)c1[nH]c(C)c(/C(O)=C2\C(=O)C(=O)N(CCN(C)C)C2c2cccs2)c1C (configuration not stated) | -0.985
CCn1ccc(C(=O)Oc2ccc(C(C)C)cc2)n1 | -0.571
O=C(CSc1nnc(-c2ccco2)n1-c1ccccc1)N1CCN(C(=O)c2ccco2)CC1 | 2.66
CC(C)CC(N)c1cn([C@@H](CCC(=O)O)C(=O)N2CCNCC2)nn1 (some centres not stated) | 0.686
COC(=O)c1[nH]c2ccc(C)cc2c1NC(=O)C1=COCCO1 | 0.0983
Cc1cn(Cc2ccccc2)c(=O)[nH]c1=O | 0.566
Cc1cc(-c2csc(NC(=O)c3ccc(=O)n(C)n3)n2)c(C)n1CC1CCCO1 (configuration not stated) | 0.9
O=c1c2cc(N3CCOCC3)ccc2[nH]c(=S)n1Cc1ccco1 | 1.54
N#CCCN(Cc1cccnc1)C(=O)c1ccc(S(=O)(=O)N2CCOCC2)cc1 | 0.815
O=C(CCN1C(=O)COc2ccccc21)NCCN1CCN(c2cccc(Cl)c2)CC1 | 0.174
Nc1ccc(Cl)c(-c2nc3ncccc3o2)c1 | -1.7
CCCc1cc(C(=O)N2CCN(C(c3ccccc3)c3ccccc3)CC2)no1 | -2.07
O=C(NCc1ccco1)c1csc2c1CCCCC2 | 0.108
O=C(O/N=C1\CCCCC1c1ccc([N+](=O)[O-])cc1[N+](=O)[O-])c1c(F)cccc1F (configuration not stated) | -1.28
Cc1ccc(C(=O)/C=C/c2ccc(Br)cc2)o1 | 0.527
CC1CC(C)CN(CCCNC(=O)C2CCN(S(=O)(=O)N3CCCCC3)CC2)C1 (configuration not stated) | -0.642
CC(C)C12CCC(C(=O)O)C(C1)C(=O)O2 (configuration not stated) | 0.301
CC1CCCC(NC(=O)c2ccc(CNc3c(N4CCCC4)c(=O)c3=O)cc2)C1C (configuration not stated) | 0.899
O=C(Nc1ccc(S(=O)(=O)N2CCOCC2)cc1)c1ccc(Cl)cc1 | -0.683

Additional compounds follow:
SMILES | Cav32 inh
Cc1ccc2c(CC(=O)OC3CCOC3=O)coc2c1 (configuration not stated) | 0.0608
O=C1C2CCCN2C(c2ccccc2)N1c1cccc(Cl)c1 (configuration not stated) | 0.834
CC1CC(C)CN(CC(C)(C)NS(=O)(=O)c2ccccc2)C1 (configuration not stated) | -0.0363
N#CC(=C1CCCC1)c1nc(-c2ccccc2)cs1 | -0.0673
Cc1ccc(-n2ncc(C(=O)N3CCc4ccccc4C3)c2NC(=O)c2ccco2)cc1C | 0.254
O=C(CN1CCN(c2ccc(Cl)cc2)CC1)Nc1ccc(F)cc1 | -4.5*
CCOC(=O)c1ccc(NC(=S)NC2CC(C)(C)NC(C)(C)C2)cc1 | -2.29
O=C(CN1CCN(CCOCCO)CC1)N1c2ccccc2Sc2ccc(Cl)cc21 | 0.723
CCCCN(CC)CCCNC(=O)Cn1nc(Cc2cccnc2)c2ccccc2c1=O | 0.269
CCc1cccc(C)c1N(C(=O)Cn1c(=O)[nH]c2ccccc21)C(C)COC (configuration not stated) | -0.24
Cn1c(=O)[nH]c(=O)c2c1nc(CN1CCN(c3cccc(Cl)c3)CC1)n2CCN1CCOCC1 | 1.22
CC(=O)c1cc2c(cc1NC(=O)CCc1ccccc1)OCO2 | -2.4
Cc1ccc(SC(=O)COc2ccc(C)c(C)c2)cc1 | 0.92
CC1(C)CC(=O)C(C=NCCc2ccc(S(N)(=O)=O)cc2)=C(O)C1 | -0.308
CC1S/C(=C(\C#N)C(N)=O)N(c2ccc(F)cc2)C1=O (configuration not stated) | 1.16
Cc1cccnc1Sc1c([N+](=O)[O-])ncn1C | -0.0359
COc1ccc(N2C(=O)[C@@H]3[C@H](C2=O)[C@H]2c4ccccc4C=CN2[C@@H]3C(=O)Nc2ccccc2)cc1 | -3.16
COc1ccc(C2OC(=O)CC2C(=O)NC2CCCCCC2)cc1OC (configuration not stated) | 0.677
CCCC1Cc2c(sc3nc(SC)nc(N)c23)CO1 (configuration not stated) | -0.661
Cc1ccc(C2=[N+]([O-])C(C)N(O)C2(C)C)o1 (configuration not stated) | 1.45
CC(Sc1nnc(N)s1)C(=O)Nc1ccc(N2CCOCC2)cc1 (configuration not stated) | 0.785
C=CCn1c(SCC(=O)NC23CC4CC(CC(C4)C2)C3)nc(O)cc1=O | -0.45
COC(=O)c1ccccc1NC(=O)Cn1cnc2cc(C)c(C)cc21 | -0.0259
CCn1c(-c2ccoc2C)n[nH]c1=S | 0.177
CSc1ccc(C#N)cc1NC(=O)c1ccc(Cl)cc1 | -0.678

Later entries.
SMILES | Cav32 inh
CCCOc1ccc(C(=O)NNC(=S)NC(C)=O)cc1 | 1.17
CC(C)NC(=O)c1ccccc1N(Cc1ccccc1)S(C)(=O)=O | 1.23
c1ccc(Oc2ccc(-c3ccnc4nc(N5CCN(c6ccccc6)CC5)nn34)cc2)cc1 | -0.613
O=C(CSc1nnc2c(n1)[nH]c1ccccc12)Nc1ccc2c(c1)OCO2 | -0.263
COc1ccc(S(=O)(=O)N(C)c2ccc(C(=O)N3CCC(C(N)=O)CC3)cc2)cc1 | 0.966
COc1ccc(NC(=O)CSc2c(C)n[nH]c2C)cc1 | 0.25
COCCOC(=O)c1c(C)n(C)c2ccc(OC(=O)c3cccs3)cc12 | 0.035
CC(=O)c1ccc(NC(=S)N2C(C)CCCC2C)cc1 (configuration not stated) | 3.66
CN1CCN(c2ccc(Cl)cc2NS(=O)(=O)c2ccccc2Cl)CC1 | 0.518
COC(=O)c1ccc(CSc2nc3ccc(C)cc3[nH]2)o1 | -0.314
CC1(C)Cc2c(c(N3CCOCC3)nc3sc4c(NN)ncnc4c23)CS1 | 0.766
C=C1CCN(C(C(=O)OC)C(C)C)S(=O)(=O)c2ccccc21 (configuration not stated) | 0.23
CCOC(=O)c1sc2nc(C3CC3)cc(-c3ccc(F)cc3)c2c1N | -1.42
COC(=O)c1cc(NS(=O)(=O)c2ccc3c(c2)CCC(=O)N3)cc(C(=O)OC)c1 | 0.0767
COc1ccc(C2c3sc(=O)[nH]c3SC3C(=O)N(c4ccccc4)C(=O)C32)cc1 (configuration not stated) | 0.432
COC(=O)c1cc(OC)c(OC)cc1NC(=O)c1cnccn1 | -0.714
O=C(Nc1ccccc1)ON=C1c2ccccc2-c2ccccc21 | -1.95
C/C(NC(=O)c1ccccc1F)=C1\C(=O)C[C@@H]2[C@H]1C2(C)C | -0.583
COc1ccc2[nH]c3c(NCCCN4CCCC4=O)ncnc3c2c1 | 1.15
Cc1nn(-c2ccccc2)c(Cl)c1C1C(C#N)=C(N)Oc2c1c(C)nn2-c1ccccc1 (configuration not stated) | -0.834
CCOC(=O)N1CCN(C(=O)Cn2ncc3c2-c2ccccc2OC3)CC1 | -0.496
COc1ccc(Nc2nc3ccccc3c(=O)s2)c(OC)c1 | -0.909
Cc1ccc(/C=C/C(=O)O)cc1S(=O)(=O)NCCCC(=O)O | 0.483
OC1(c2ccccc2)C/C(=N\n2cnnc2)C=C1c1ccccc1 (configuration not stated) | -2.95
CCOC(=O)N1CCN(C(=O)/C(=C/c2cccc3ccccc23)NC(=O)c2ccc(OC)cc2)CC1 | -3.48

In a second layout: 4 of the compounds above.
COC(=O)c1cc(NS(=O)(=O)c2ccc3c(c2)CCC(=O)N3)cc(C(=O)OC)c1
  Cav32 inh: 0.0767

COc1ccc(C2c3sc(=O)[nH]c3SC3C(=O)N(c4ccccc4)C(=O)C32)cc1 (configuration not stated)
  Cav32 inh: 0.432

COC(=O)c1cc(OC)c(OC)cc1NC(=O)c1cnccn1
  Cav32 inh: -0.714

O=C(Nc1ccccc1)ON=C1c2ccccc2-c2ccccc21
  Cav32 inh: -1.95

Retrieved one by one from the entries so far (4):
SMILES | Cav32 inh
OC1(c2ccccc2)C/C(=N\n2cnnc2)C=C1c1ccccc1 (configuration not stated) | -2.95
COc1ccc(C2C(C(=O)N3CCCCC3)c3ccccc3C(=O)N2C)cc1 (configuration not stated) | -0.331
COc1ccc(-n2cc(C(=O)O)c3ccccc3c2=O)cc1 | 0.451
COC(=O)c1ccc(CSc2nc3ccc(C)cc3[nH]2)o1 | -0.314

More entries follow.
SMILES | Cav32 inh
COC(=O)C1ON2OC(C(=O)OC)C(C(=O)OC)C2C1CC(C)=O (configuration not stated) | 0.685
CC(C)c1cc(-c2cc(C(=O)Nc3ccccc3)on2)nc(NCC2CC2)n1 | -2.68
C#CCOCCOCCOCCNc1nc(N2CCN(C(=O)[C@H](CCCCN)n3cc([C@@H](N)CO)nn3)CC2)nc(N2CCN(C(=O)[C@H](Cc3ccc(O)cc3)n3cc([C@@H](N)CC(C)C)nn3)CC2)n1 | 0.481
O=C(NCC(F)(F)F)Nc1ccccn1 | 0.122
CCN(CC(=O)NC1CCCCCC1)S(=O)(=O)c1ccccc1 | 0.158
CSCCC(NC(=O)c1c(C)oc2c1CCCC2)C(=O)O (configuration not stated) | 1.36
Cc1nc2sc(C(c3ccco3)N3CCc4ccccc4C3)c(O)n2n1 (configuration not stated) | 0.00773
Cc1ccc2c(c1)c1cccc3c1n2CCN3CCC(N)=O | 0.00211
CC(C)(C)c1ccc(C(=O)Nc2ccc(CC(=O)O)cc2)o1 | -0.141
O=C(Cn1c(-c2ccccn2)nc2ccccc21)NCCN1CCOCC1 | 0.899
COc1ccc2oc(=O)c(-c3nc4ccccc4o3)cc2c1 | -2.12
CCOc1ccc2nc(SCC(=O)N(C)C3CCS(=O)(=O)C3)[nH]c2c1 (configuration not stated) | 0.772
NC1=NC(c2ccc(Cl)cc2)n2c(nc3ccccc32)N1 (configuration not stated) | -0.888
CCC(NS(=O)(=O)c1ccc(OC)cc1)C(=O)O (configuration not stated) | -0.0322
CCOc1cc(C(=O)Nc2cc(=O)n(C)c(=O)n2C)cc(OCC)c1OCC | -0.0753
CN1/C(=C/C2CC(=O)NC2=O)C(C)(C)c2ccccc21 (configuration not stated) | 0.893
CCC(Sc1ccc2nnc(-c3ccc(OC)c(OC)c3)n2n1)C(=O)O (configuration not stated) | 0.842
CCC(c1c(C)[nH]oc1=O)c1c(C)[nH]oc1=O | 0.143
COc1ccc(OC)c(S(=O)(=O)Nc2ccccc2F)c1 | -1.27
CCC1Oc2ccccc2N(CC(=O)NCCCN2CCN(Cc3ccccc3)CC2)C1=O (configuration not stated) | 0.995
COC(=O)CSc1nc(-c2cccs2)ccc1C#N | -0.0648
Cc1nnc(SCc2ccc(F)cc2)n1NC/C=C/c1ccccc1 | -0.506
CCCC(=O)Nc1ccc(C(=O)NCC(=O)OCC)cc1 | 0.542
COc1ccc(-n2c(C)n[nH]c2=O)cc1 | -0.399
Cc1cc(-c2cccnc2)c(C#N)c(SCc2cccc(F)c2)n1 | 0.0798

Later entries:
SMILES | Cav32 inh
COc1ccc(S(=O)(=O)N2CCSC2c2ccccc2)cc1 (configuration not stated) | -2.81
CC1(C)[C@@H](O)CC[C@]2(C)C3C(O)C=C4[C@H]5C[C@@](C)(CO)CC[C@]5(C)CC[C@]4(C)[C@]3(C)CC[C@@H]12 (some centres not stated) | -0.115
Cc1c(NS(=O)(=O)c2ccc3[nH]c(=O)[nH]c3c2)c(=O)n(-c2ccccc2)n1C | 0.408
Cc1ccc(-c2nnn(CC(=O)N(CC(=O)NC3CCCCC3)c3ccc(F)c(Cl)c3)n2)o1 | -0.67
CN(C)CCC(c1ccc(Br)cc1)c1ccccn1 (configuration not stated) | 0.189
COc1ccc(Cl)cc1C(=O)NCc1cnn(C)c1C | 0.775
CCn1nc(C)c(NC(=O)/C=C/c2cnn(C)c2C)c1C | -0.304
CC(C)CCNc1nc2c(c(=O)[nH]c(=O)n2C)n1CC(O)COC(C)C (configuration not stated) | -0.00516
CCOc1ncccc1C(=O)OCC(=O)Nc1c(C)cccc1C | -0.642
Cc1cc(C)n2c(SCC(=O)NCc3ccco3)nnc2n1 | -0.0603
CC(NC(=O)COc1ccccc1)C(c1ccccc1)N1CCN(C)CC1 (configuration not stated) | -0.00775
Cc1[nH]c2ccccc2c1/C=N/Nc1nc(Nc2ccc(F)cc2)nc(N2CCOCC2)n1 | 0.279
COC(=O)c1sc2ccccc2c1C(=O)OC | -0.584
Cc1nn(C(C)CC(=O)O)c(C)c1C (configuration not stated) | 1.84
CCOC(=O)c1c(C)[nH]c(C)c1C(=O)COC(=O)CCOc1ccccc1OC | 0.0112
Cn1c(NC(=O)CCc2ccccc2)cc(=O)n(C)c1=O | -0.294
COc1ccc(CC2NCCC3(O)CCCCC23)cc1 (configuration not stated) | -0.314
Cc1ccc(NC(=O)COc2ccc(-n3ccnc3)cc2)cc1Cl | -0.0972
CCOc1ccc(Br)cc1S(=O)(=O)Nc1ccccc1N1CCOCC1 | -3.71
O=C(NC(=S)Nc1ccc(Oc2ccc(Cl)cc2)cc1)c1ccccc1 | -1.05
COc1ccc(-c2nc(CCNC(=O)c3ccc(Br)o3)cs2)cc1 | -5.04
Cc1ccc(Oc2ccccc2/C=C/C(=O)O)cc1 | 0.0102

An excerpt; the hit share may differ from the screen's.
